Assay outcomes as filed in PubChem.
HePTP inhibitor – inhibitors of human HePTP phosphatase, primary screen, biochemical, absorbance, leukemia target; Tyrosine-protein phosphatase non-receptor type 7 (Homo sapiens), P35236; recombinant HePTP phosphatase activity, OD absorbance; inhibition, % at 20 µM; hit rate 0.64% among 110,000; in the data active = inhibition above about 50%;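 note: plate controls were vehicle for no effect and reference inhibitor for full effect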
Target sequence (P35236 whole entry, looked up): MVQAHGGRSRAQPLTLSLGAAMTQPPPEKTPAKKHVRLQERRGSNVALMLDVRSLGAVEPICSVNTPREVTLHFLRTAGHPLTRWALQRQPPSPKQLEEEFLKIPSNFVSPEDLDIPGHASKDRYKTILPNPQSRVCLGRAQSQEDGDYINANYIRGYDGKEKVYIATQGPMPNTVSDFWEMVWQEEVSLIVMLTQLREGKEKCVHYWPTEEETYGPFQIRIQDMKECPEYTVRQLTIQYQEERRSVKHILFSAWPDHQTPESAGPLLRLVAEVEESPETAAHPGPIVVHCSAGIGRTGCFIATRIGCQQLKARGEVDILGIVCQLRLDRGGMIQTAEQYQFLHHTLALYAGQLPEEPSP
BAP1 block – inhibitors of BAP1 deubiquitinase, primary screen, biochemical, Ub-AMC fluorescence, kinetic; recombinant BAP1, Ub-AMC hydrolysis fluorescence kinetic; hits give low values; Ubiquitin carboxyl-terminal hydrolase BAP1 (Homo sapiens), Q92560; hit rate 0.48% among 72,000; activity remaining (% of control), % at 20 µM; AID 436, 2006;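 active = activity remaining at or below 50% of control, provided the compound also passes the data quality filters; inactive = the rest, including low values that fail the filters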;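 note: 100% = DMSO wells rate and 0% = substrate alone blank rate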
Target sequence (Q92560 whole entry, looked up): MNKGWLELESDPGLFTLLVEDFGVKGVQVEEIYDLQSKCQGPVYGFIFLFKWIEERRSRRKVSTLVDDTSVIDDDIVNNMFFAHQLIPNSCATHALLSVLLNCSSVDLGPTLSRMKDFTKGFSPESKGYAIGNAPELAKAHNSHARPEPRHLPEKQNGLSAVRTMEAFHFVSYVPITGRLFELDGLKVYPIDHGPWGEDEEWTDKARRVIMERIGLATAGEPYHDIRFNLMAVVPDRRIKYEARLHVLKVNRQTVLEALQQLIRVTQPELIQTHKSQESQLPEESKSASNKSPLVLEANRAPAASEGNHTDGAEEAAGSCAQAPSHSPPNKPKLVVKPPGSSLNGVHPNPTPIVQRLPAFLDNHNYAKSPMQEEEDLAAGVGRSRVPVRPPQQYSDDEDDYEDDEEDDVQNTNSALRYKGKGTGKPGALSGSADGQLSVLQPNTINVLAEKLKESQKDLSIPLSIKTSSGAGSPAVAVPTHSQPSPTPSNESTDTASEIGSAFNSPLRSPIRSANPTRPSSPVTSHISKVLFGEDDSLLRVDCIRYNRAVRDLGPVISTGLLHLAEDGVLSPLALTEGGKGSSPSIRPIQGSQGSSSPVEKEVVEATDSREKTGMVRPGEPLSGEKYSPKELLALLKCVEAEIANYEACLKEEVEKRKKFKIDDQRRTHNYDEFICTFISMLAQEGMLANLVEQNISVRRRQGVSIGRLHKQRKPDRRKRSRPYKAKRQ
Active calls of the source: *; / = no result given; & = joins results of further samples.

Structure | BAP1 block | HePTP inhibitor
CSCCC(NC(=O)COc1ccccc1)C(=O)N1CCN(c2ccccc2F)CC1 (stereo not drawn) | 89 | 2
COC(=O)CC(=O)CSc1nc(C)cc(C)c1C#N | 150 | -9
Cc1cn(C2OC(COC(=O)c3ccccc3)C(O)C2O)c(=O)[nH]c1=O (stereo not drawn) | 91 | -3
CC(C)(C)NC(=O)CC12CC3CC(C1)CC(CC(=O)NC(C)(C)C)(C3)C2 | / | 15
COc1ccc(N2CCN(C(=O)C3CCCN(S(=O)(=O)c4cccc5cccnc45)C3)CC2)cc1 (stereo not drawn) | 93 | -7
Cc1ccc(N/C=C2/CNC(=O)NC2=O)cc1 | / | -2
Cc1ccc(S(=O)(=O)N(Cc2ccccc2)c2ccccc2C(=O)NCc2cccnc2)cc1 | / | 8
N#C/C(=C\c1ccc(Cl)cc1)c1nn(CCO)c(N)c1C#N | / | 3

(more compounds)
Structure | BAP1 block | HePTP inhibitor
CC(=O)N1N=C(c2ccccc2)CC1c1ccc([N+](=O)[O-])cc1 (stereo not drawn) | / | -2
Cc1nc(N)sc1-c1csc(Nc2ccc(S(N)(=O)=O)cc2)n1 | / | 9
O=C1CCN2C=Nc3cccc4ccc1c2c34 | 116 | -9
CS(=O)(=O)N(CC(=O)N1CCN(Cc2ccccc2)CC1)Cc1ccccc1 | 114 | 8
O=S(=O)(c1ccc(Br)cc1)N1CCn2c(nc3ccccc32)C1 | 88 | 5
COc1cc(NC(=O)c2ccccc2)c(Cl)cc1NC(=O)c1ccc(Cl)c(Cl)c1 | / | 8
O=C(Nc1ccc(Cl)c(C(F)(F)F)c1)c1ccc(Cl)c([N+](=O)[O-])c1 | / | 5
Oc1c(C(c2cccs2)N2CCN(c3ccc(F)cc3)CC2)sc2ncnn12 (stereo not drawn) | 81 | 1

(more compounds)
Structure | BAP1 block | HePTP inhibitor
CCOc1ccc(N2C(=O)CC(Sc3ncccn3)C2=O)cc1 (stereo not drawn) | 96 | 2
O=C(Nc1ccc(F)cc1)Nc1cccc(NC(=O)Nc2ccc(F)cc2)c1 | / | -4
CNS(=O)(=O)c1ccc(N/C=C(\C=O)c2nc3cc(Cl)ccc3o2)cc1 | / | 16
O=C(NCc1ccco1)C1CC(=O)N(c2ccc(Br)cc2)C1 (stereo not drawn) | / | -5
CSc1nnc(Cc2cc(=O)[nH]c(=O)[nH]2)n1-c1cccc(C)c1 | 105 | 8
CCOc1ccc(OCc2ccc(C(=O)O)o2)cc1 | 99 | 4
O=C1C2CC=C(Cl)CC2C(=O)N1CNc1ccccn1 (stereo not drawn) | 70 | 2
O=C(Nc1cccc(Cl)c1)Nc1ccc2c(c1)OCO2 | 79 | 6

Next section:
Structure | BAP1 block | HePTP inhibitor
Cc1ccccc1-n1c(-c2cccnc2)n[nH]c1=S | 57 | 15
CC1(C)CC(=O)C2=C(C1)N(CC1CCCO1)C(=O)C2(NC(=O)c1cccnc1)C(F)(F)F (stereo not drawn) | 114 | 2
CCn1c(CNc2ccc(OC)cc2)nnc1SCC(=O)c1ccc(OC)cc1 | 77 | -2
O=C(COc1ccccc1Cl)N1CCCC1 | 80 | -9
COc1ccc(OC)c(C(=O)CSc2nnc(-c3cccs3)n2C)c1 | 72 | 8
OCCN1CCN(Cc2cc(Br)cc(Br)c2O)CC1 | 99 | 1
CCCS(=O)(=O)N1CCC(C(=O)NCCN2CCC(Cc3ccccc3)CC2)CC1 | 102 | 4
COc1ccc(S(=O)(=O)NC2(C(F)(F)F)N=C3SCCN3C2=O)cc1 (stereo not drawn) | 93 | 1

Continuation:
Structure | BAP1 block | HePTP inhibitor
CC(=O)Nc1nc2c(c3c1c(=O)oc1ccccc13)CCCC2 | 90 | 2
OCC#CCSc1nnc(-c2ccccc2Br)o1 | 128 | 9
O=C(CCCOc1ccccc1)Nc1cccc(Br)c1 | / | 0
O=C(NCCCn1ccnc1)C(O)(c1ccccc1)c1ccccc1 | / | 56*
CN(C)c1nc(N(C)C)nc(N2CC(=O)N(c3ccccc3)C2=N)n1 | / | 4
COc1ccc(C(=O)Nc2cccc(NC(=O)c3ccc(F)cc3)c2)cc1Br | / | -10
CCOC(=O)C1=C(C)NC(=O)NC1c1c(O)ccc2ccccc12 (stereo not drawn) | 118 | -11
CCOC(=O)N1CCC(NC(=O)CN2C(=O)COc3ccc(C(C)(C)C)cc32)CC1 | 121 | 9

The list continues.
Structure | BAP1 block | HePTP inhibitor
COc1ccc(/C=C2\C=C(c3ccc(C)cc3)OC2=O)cc1[N+](=O)[O-] | / | -1
O=C(c1ccc(-c2cccc(C(F)(F)F)c2)o1)N1CCOCC1 | 95 | -3
CC(C)CC(NC=C1C(=O)OC(C)(C)OC1=O)C(=O)O (stereo not drawn) | 108 | 1
COc1ccc(S(=O)(=O)NCCC(=O)NCc2ccc(F)cc2)cc1 | 126 | -4
CC1Cc2ccccc2N1C(=O)C1CCCN(S(=O)(=O)c2cccc3nsnc23)C1 (stereo not drawn) | 62 | 8
COC(=O)C1=C(C)N(C)C(C)=C(C(=O)OC)C1c1ccccc1Cl | / | -4
Cc1ccc(N(CC(=O)Nc2ccc(Oc3ccccc3)cc2)S(C)(=O)=O)cc1Cl | / | 0
CC(C)(C)c1ccc(C(c2ccccc2)C2([N+](=O)[O-])C(=O)c3ccccc3C2=O)cc1 (stereo not drawn) | / | 3

New compounds follow.
Structure | BAP1 block | HePTP inhibitor
Cc1ccc(C(C)C)c(OCC(=O)Nc2ccc(NC(=O)c3ccccc3Cl)cc2)c1 | / | -6
Cc1ccc2c(C)nc(N=C(N)N)nc2c1 | 141 | /
O=C(NN1C(=O)/C(=C/c2ccc(Cl)cc2Cl)SC1=S)c1ccccc1O | / | -1
COC(=O)c1ccc(CSc2nnc(CNC(=O)COc3ccc(Cl)cc3)o2)o1 | 92 | 2
CCn1c2ccccc2c2cc(NC(=O)c3cccc(C)c3)ccc21 | / | -5
CN(C)CCCNC(=O)CN(c1cccc(Cl)c1)S(=O)(=O)c1ccccc1 | / | -4
CC(=O)Nc1cccc(-c2nnc(-c3cccc(NC(C)=O)c3)o2)c1 | / | -10
O=C(NCc1cccs1)c1cc(-c2cccs2)on1 | 103 | -1

Additional compounds.
Structure | BAP1 block | HePTP inhibitor
CCOC(=O)Cn1c(=O)oc2cc(S(=O)(=O)N(C)Cc3ccco3)ccc21 | 96 | 1
CCNc1sc(C(=O)c2cccs2)c(N)c1C#N | 80 | 6
CCOc1ccccc1N1CCN(C(=O)c2cc[n+]([O-])cc2)CC1 | 92 | 10
Cc1ccc(CNC(=O)c2sccc2-n2cccc2)cc1 | 93 | 3
COc1ccc(C(=O)Nc2cc(C)nc3ccccc23)cc1OC | / | -16
CC1CN(C(=O)c2ccc3c(c2)OCO3)CC(C)O1 (stereo not drawn) | 133 | /
Cc1ccc(C(=O)NC23CCC4CC(CC(C4)C2)C3)cc1 | / | 3
CN(C)CC(O)COc1ccc(C(C)(C)c2ccc(OCC(O)CN(C)C)cc2)cc1 (stereo not drawn) | 201 | 7

Additional entries follow:
Structure | BAP1 block | HePTP inhibitor
Cc1ccc(C(=O)CC(=O)c2ccc(C(C)(C)C)cc2)c(O)c1 | / | 6
O=C(O)C1CCN(C(=O)COc2ccc3c4c(c(=O)oc3c2)CCC4)CC1 | / | 3
CCOC(=O)CSc1nc2ccccc2c(=O)n1Cc1ccco1 | 117 | 5
c1ccc(NC2=Nc3ccccc3CCC2)cc1 | / | -7
Cc1ccc(C(=O)CC(C(=O)O)n2cccn2)cc1 (stereo not drawn) | 83 | 11
O=C(COc1ccc2ccc(=O)oc2c1)Nc1cccc2ccccc12 | / | 9
CN1CCN(c2ccc(Cl)cc2NC(=O)c2cccc(S(=O)(=O)N(C)C)c2)CC1 | 123 | 6
CCc1ccc(C(=O)CC2(O)C(=O)N(CN3CCOCC3)c3ccccc32)cc1 (stereo not drawn) | 104 | 4

Remaining list, next part
Structure | BAP1 block | HePTP inhibitor
COC(=O)c1ccc(-c2ccc(/C=c3/sc4nc5ccccc5n4c3=O)o2)cc1 | / | 8
O=C(NCCc1ccccc1)c1ccc(-n2cnnn2)cc1 | 100 | 0
O=C1C(Nc2ccccc2)=CC(c2ccc(F)cc2)N1c1ccccc1 (stereo not drawn) | / | 3
O=C(CN1CC(=O)Oc2ccccc21)OCC(=O)c1ccccc1 | 78 | 4
CSc1nnc(-c2cnccn2)n1CCCN1CCCC1=O | 104 | 1
COc1cccc(C(=O)Nc2c3c(nn2-c2ccccc2)CSC3)c1OC | 107 | /
N=C(N)c1ccc(OCCCCCOc2ccc(C(=N)N)cc2)cc1 (tested in a mixture with another compound) | 92 | /
CCN(CC)C(=O)c1sc(NC(=O)c2cc(Cl)ccc2OC)c(C#N)c1C | / | 1

Following part.
Structure | BAP1 block | HePTP inhibitor
C=CCOC(=O)C1=C(C)NC(=O)NC1c1ccc(CC)cc1 (stereo not drawn) | 77 | /
COC(=O)c1c(C)oc2ccc(OCC#N)cc12 | 154 | /
CC(=O)c1ccc(N2CCN(c3ccc(C(F)(F)F)cn3)CC2)cc1 | 79 | 2
Cc1ccc(NC(=O)CC2Sc3ccccc3NC2=O)cc1 (stereo not drawn) | / | 9
O=C1NC(=O)C(=Cc2ccc(OCc3cccc4ccccc34)cc2)C(=O)N1 | / | 9
CCCCOc1ccc(N(CC(=O)NC2CCCC2)C(=O)CCC(=O)Nc2ccccn2)cc1 | 85 | 3
CC1(C)CC(NC(=O)C(=O)Nc2ccccc2)CC(C)(C)N1 | / | 20
O=C(CSc1nnnn1-c1ccccc1)Nc1ccc(Cl)cc1 | 51 | -11

Next section:
Structure | BAP1 block | HePTP inhibitor
O=C(NCCc1ccccc1)C1CCCN(S(=O)(=O)c2cccc3nsnc23)C1 (stereo not drawn) | 100 | 5
O=C(CN(Cc1ccc(F)cc1)S(=O)(=O)c1ccccc1)N1CCCCC1 | 91 | 10
Cc1ccc(CNC(=O)c2ccccc2NC(=O)CSc2nnnn2C)cc1 | 109 | /
CCOC(=O)N1CCN(S(=O)(=O)c2c(C)cc(C)cc2C)CC1 | 88 | 6
COc1ccc(Cl)cc1S(=O)(=O)N1CCN(C(=O)c2cc(OC)c(OC)c(OC)c2)CC1 | 76 | 13
CCCCN(CC)CCNC(=O)c1cc2c(C)nc3ccccc3c2o1 | 85 | 2
CSCC[C@H](NC(=O)C1CCN(S(=O)(=O)c2ccc(C)cc2)CC1)C(=O)NCC1CCCO1 (stereo partly drawn) | 108 | 5
O=C(N/N=C\c1cc([N+](=O)[O-])ccc1N1CCOCC1)c1ccccn1 | / | -10

Other structures.
Structure | BAP1 block | HePTP inhibitor
COc1ccc(N2C(=O)C3C4c5ccccc5C(C)(c5ccccc54)C3C2=O)cc1 (stereo not drawn) | / | 8
CCC1=NN2C(=N)/C(=C/c3ccc(OCc4ccc(Br)cc4)c(OC)c3)C(=O)N=C2S1 | / | 101*
O=C(Nc1cc(Cl)ccc1C(=O)O)c1cccs1 | 54 | -1
COc1cc2nc(=S)n3[nH]c(CCn4c(C)nc5ccccc54)nc3c2cc1OC | 120 | 12
O=C(NCc1ccc2c(c1)OCO2)c1cc2n(n1)C(C(F)(F)F)CC(c1ccc3c(c1)OCO3)N2 (stereo not drawn) | 79 | 11
CCCCNCCOCCOc1ccc(OC)cc1 | / | 1
COc1ccc(OC)c(C2C(C(C)=O)=C(O)C(=O)N2CCN2CCOCC2)c1 (stereo not drawn) | 96 | 3
CCc1nnc(NC(=O)CCC(=O)Nc2ccccc2)s1 | 100 | 2

(more compounds)
Structure | BAP1 block | HePTP inhibitor
CC(=O)NS(=O)(=O)c1ccc(NC(=O)c2c(C)c(-c3ccccc3)nc3ccccc23)cc1 | / | 6
C/C=N/N=C1/NC(=O)C(CC(=O)Nc2ccc(Cl)c(Cl)c2)S1 (stereo not drawn) | / | 10
CC(C)(C)NC(=O)C1CCN(S(=O)(=O)c2ccc(Br)cc2)CC1 | 72 | 7
Cc1c(-c2nc(N)nc(Nc3ccccc3)n2)oc2ccccc12 | / | -2
COc1ccc(C(=O)/C=C/Nc2cccc(C)c2)cc1 | / | 10
CC1CCc2nc(NC(=O)c3ccc(S(=O)(=O)N4CCOCC4)cc3)sc2C1 (stereo not drawn) | 91 | /
Nc1nc(NCc2c(F)cccc2Cl)nn1-c1ccccc1 | 90 | 1
Cc1cc(Br)cc(/C=N/NC(=O)c2cncc(Br)c2)c1O | / | 2

(list continues)
Structure | BAP1 block | HePTP inhibitor
O=C(Cc1ccccc1)Nc1cccc(-c2nc3ccccc3c(=O)o2)c1 | / | 0
CC(=O)N1CCN(Cc2nc3cc(NC(=O)C4CCCCC4)ccc3n2C)CC1 | 68 | 4
CC1=C(C#N)C(Nc2cccc(C)n2)(C(F)(F)F)C(=O)N1 (stereo not drawn) | 113 | 3
COC(=O)CN1C(=O)/C(=C\c2ccc(Br)cc2)SC1=S | / | -6
CCn1cc(C(=O)NCC2CCCO2)c(=O)c2cc(S(=O)(=O)N3CCC(C)CC3)ccc21 (stereo not drawn) | 101 | /
COC(=O)c1cn(C(=O)c2ccco2)c2ccccc12 | 97 | -4&-1
CN1C(=O)/C(=C/c2ccc(-c3ccc(C(=O)O)cc3)o2)SC1=S | / | 20
C=CCNc1nc2c(c(=O)n(C)c(=O)n2C)n1CCCCCC | 111 | 1

Additional results follow:
Structure | BAP1 block | HePTP inhibitor
O=P(CCN1CCOC1c1cccnc1)(c1ccccc1)c1ccccc1 (stereo not drawn) | / | -13
Cc1ccc(C(=O)Nc2c(C(=O)N3CCC(C(N)=O)CC3)cnn2-c2ccccc2)cc1 | / | -16
O=c1oc2cc(Br)ccc2n1CSC1=NCCS1 | 98 | -3
CCOC(=O)CON1C(=O)C(C)(C)N(OCC(=O)OCC)C(=O)C1(C)C | 98 | 7
Cc1nc2ccc3nc(NC(=O)c4ccccc4Cl)sc3c2s1 | 57 | /
